FUS suppressor = qHTS for Suppressors of FUS Proteinopathy: Primary screen using FUS-linked yeast assay | S. cerevisiae FUS-expressing, growth rescue, OD600, 24 h | Potency, µM (series often up to 76.6 µM), inactives show at the top dose growth rescue (activation), most hits filed as activators | hit rate 0.24% among 390,000 | AID 1347120, 2019;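 also: potency is read from the fitted curve at half-maximal effect; plate controls were DMSO vehicle for no effect and reference control for full effect; nearly all actives have a fitted effect of over 55% in size; some results filed as inactive show a strong effect at the top dose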
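FUS-expressing yeast, raffinose-pregrown, induced in 2% galactose minimal medium at OD 0.005; compounds in a dilution series, 24hr at 30C. Growth restoration read as absorbance at 600 nm. CP55940 positive control, DMSO negative.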
PTHR1 ag = qHTS for PTHR1 Agonists: Primary Screen; AID 743266, 2014; Parathyroid hormone/parathyroid hormone-related peptide receptor (Homo sapiens), Q03431; HEK293 GP2 PTHR1 cells, GloSensor cAMP luminescence, 1 h; hit rate 0.075% among 410,000; Potency, µM (highest dose often 115 µM), for inactives: at the top dose activation, actives largely listed as activators; also: potency is read from the fitted curve at half-maximal effect; nearly all actives have a fitted effect of over 55% in size; some results filed as inactive show a strong effect at the top dose; inactives centre near -15; many of its hits are not listed in these tables
Target sequence (Q03431 whole entry, looked up): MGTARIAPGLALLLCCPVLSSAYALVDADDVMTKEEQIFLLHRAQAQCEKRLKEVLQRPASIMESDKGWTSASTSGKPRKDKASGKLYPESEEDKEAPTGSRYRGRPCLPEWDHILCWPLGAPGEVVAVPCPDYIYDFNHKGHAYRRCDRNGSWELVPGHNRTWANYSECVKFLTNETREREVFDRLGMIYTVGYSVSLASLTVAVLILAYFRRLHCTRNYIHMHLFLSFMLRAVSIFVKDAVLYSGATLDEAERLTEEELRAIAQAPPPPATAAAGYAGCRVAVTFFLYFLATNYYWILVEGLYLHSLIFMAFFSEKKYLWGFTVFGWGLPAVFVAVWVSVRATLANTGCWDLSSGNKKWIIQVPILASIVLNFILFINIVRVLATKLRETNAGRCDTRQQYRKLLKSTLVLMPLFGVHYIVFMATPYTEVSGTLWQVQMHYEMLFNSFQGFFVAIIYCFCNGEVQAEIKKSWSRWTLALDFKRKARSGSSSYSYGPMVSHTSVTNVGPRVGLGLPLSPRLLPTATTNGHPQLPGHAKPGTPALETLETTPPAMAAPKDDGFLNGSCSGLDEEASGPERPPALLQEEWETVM
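HEK-293-derived GP2 cells expressing PTHR1 and a GloSensor cAMP reporter, 3,000/well, plated overnight, given luciferin plus IBMX (each 0.5 mM as added) for 1 h at 37 °C, then compound for 1 h at 37 °C. Luminescence was read after 15 min at room temperature.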
Akt phos inh = HTS Assay for Inhibitors of Akt Phophorylation: Primary Screen | Neuro2A IGF-stimulated pAkt S473 HTRF, 20 min; stronger effect = lower value | activity change, % for hits at 50 µM | hit rate 0.32% among 360,000; in the data active = activity change below about -80%; inconclusive = mostly about -51% to -80%; also: % is scaled to controls: 0 for no effect and ±100 for the full control effect
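Neuro2A cells (4,500/well, DMEM with 0.5% FBS) were treated with compound at a single 50 µM final concentration, stimulated with 6 nM IGF for 20 min at 37 °C, and lysed. Phospho-Akt Ser473 was read by HTRF as 665/615 ratio ×10^4.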
aSyn rescue = qHTS of alpha-syn Inhibitors; Yeast expressing alpha-synuclein, growth rescue, BacTiter-Glo, 24 h; Potency, µM (top dose mostly 46.1 µM), inactives show at the top dose growth rescue (activation), most hits filed as activators; hit rate 0.14% among 370,000; AID 652106, 2013; also: potency is read from the fitted curve at half-maximal effect; % of control where 0% means no effect; nearly all actives have a fitted effect of over 65% in size
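Galactose-induced alpha-syn yeast (OD600=0.02, raffinose-pregrown) + pinned cpd, 24 hr, 30 deg C; growth by BacTiter-Glo luminescence. Growth restoration scores as activation.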
HEK293 tox = qHTS of GLP-1 Receptor Inverse Agonists: Cytotox Screen; HEK293 cAMP-luciferase reporter cells, luminescence, 24 h; Potency, µM (titrated, usually from 38.3 µM), inactives show top-dose activity change, negative = inhibition, actives largely listed as inhibitors; hit rate 0.13% among 410,000;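 also: loss of luciferase light is scored as toxicity; potency is read from the fitted curve at half-maximal effect; % is scaled to controls: 0 for no effect and ±100 for the full control effect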
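Compound-treated cells are incubated 24 hr at 37 deg C under 5% CO2 after a 12 hour attachment period, then luciferase detection reagent is added and luminescence is measured following 12 min at room temperature; lowered signal indicates toxicity.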
GLP-1R inv ag = qHTS of GLP-1 Receptor Inverse Agonists (Inhibition Mode). HEK293 GLP-1R CRE-luciferase, luminescence, 24 h; GLP-1R form is constitutively active. Glucagon-like peptide 1 receptor (Homo sapiens), P43220. AID 624417, 2012. hit rate 1.6% among 410,000. Potency, µM (doses to about 38.3 µM), for the others: at the top dose activity change, negative = inhibition, usual class: inhibitors; also: potency is read from the fitted curve at half-maximal effect; % is scaled to controls: 0 for no effect and ±100 for the full control effect; nearly all actives have a fitted effect of over 55% in size
Target sequence (P43220 whole entry, looked up): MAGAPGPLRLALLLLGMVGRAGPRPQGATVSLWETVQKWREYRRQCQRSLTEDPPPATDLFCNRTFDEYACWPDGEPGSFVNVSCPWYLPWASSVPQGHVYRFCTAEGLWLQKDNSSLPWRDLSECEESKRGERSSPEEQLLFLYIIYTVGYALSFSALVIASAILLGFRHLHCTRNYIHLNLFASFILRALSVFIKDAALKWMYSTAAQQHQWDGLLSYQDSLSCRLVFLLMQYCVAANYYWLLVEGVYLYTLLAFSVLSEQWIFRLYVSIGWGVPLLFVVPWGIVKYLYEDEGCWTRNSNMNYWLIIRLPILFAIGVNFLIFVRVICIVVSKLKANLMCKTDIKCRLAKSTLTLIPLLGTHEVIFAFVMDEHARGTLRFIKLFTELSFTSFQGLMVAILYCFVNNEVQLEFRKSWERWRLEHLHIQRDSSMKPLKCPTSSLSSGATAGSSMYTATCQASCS
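GLP-1R inverse agonism mode: basal reporter luminescence in engineered HEK293 cells measured after one day of compound exposure at 37 deg C, with a 12 min room-temperature detection step.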
TDP43 rescue = qHTS of TDP-43 Inhibitors; AID 652104, 2013; TDP-43 expressing yeast growth rescue, BacTiter-Glo, 24 h; Potency, µM (top dose mostly 46.1 µM), without a hit: at the top dose growth rescue (activation), actives largely listed as activators; hit rate 1.8% among 410,000; also: potency is read from the fitted curve at half-maximal effect; % of control where 0% means no effect; nearly all actives have a fitted effect of over 50% in size
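Readout is BacTiter-Glo luminescence of cell growth, so inhibitors register as activators. TDP-43-expressing yeast at OD600=0.02 in galactose medium, after raffinose pregrowth to mid-log, were incubated with compound for 24 hr at 30 deg C.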
MmCpn inh = Inhibitors of TCP-1 ring complex (TRiC) of Methanococcus maripaludis (MmCpn): qHTS; Chaperonin Mm-Cpn (Methanococcus maripaludis); purified Mm-Cpn ATPase, ADP Transcreener TR-FRET; Potency, µM (highest dose often 76.9 µM), for inactives: at the highest dose activity, negative = inhibition, most hits filed as inhibitors; hit rate 0.031% among 330,000; also: potency is read from the fitted curve at half-maximal effect; % is scaled to controls: 0 for no effect and ±100 for the full control effect; nearly all actives have a fitted effect of over 80% in size
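25 nM Mm-CPN + cpd, 10 min 37°C; + 10 uM ATP, 30 min 37°C; buffer 30 mM Tris pH 7.4, 100 mM KCl, 5 mM MgCl2, 1 mM DTT; Transcreener ADP HTRF detection 30 min RT.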
Abeta rescue = qHTS for compounds that reverse cellular toxicity of Amyloid beta (A-beta) peptide in yeast: Primary Screen | Potency, µM (series often up to 46.1 µM), for the others: at the highest dose growth rescue, most hits filed as activators | AID 1347071, 2019 | hit rate 0.063% among 410,000 | yeast expressing A-beta42, growth rescue, OD600, 48 h; response scale: 0% DMSO, 100% iron-clioquinol control; also: potency is read from the fitted curve at half-maximal effect; nearly all actives have a fitted effect of over 55% in size
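Yeast A-beta toxicity model in growth medium with pinned compounds, 48 h at 30 C; growth read as absorbance at 600 nm. Normalized to FeCl3/clioquinol equimolar mix (positive) and DMSO (negative).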
Active calls of the source: *; i = inactive; ? = inconclusive; . = no result given; & = joins results of further samples; [ ] = remark or other dose. Unless noted, calls follow the shape of the dose curve; as a rule, active = well fitted curve in the direction sought with a large enough effect; inconclusive = small, poorly fitted or top-dose-only effect, or another doubt; inactive = no such curve, though single readings can be large; an effect the other way counts as inactive or inconclusive. An excerpt. The share of hits here may be higher or lower than overall.

Structure	FUS suppressor	PTHR1 ag	Akt phos inh	aSyn rescue	HEK293 tox	GLP-1R inv ag	TDP43 rescue	MmCpn inh	Abeta rescue
CCc1c(C(=O)O)[nH]c2ccc(Br)cc12	-8%	i	i	-55%[inhibitor]	5%	?	-88%[inhibitor]	-8%	-93%[inhibitor]
CCC(C)c1ccccc1N1CC(C(=O)Nc2cccc(S(=O)(=O)N3CCOCC3)c2)CC1=O (stereo not given)	14%	-15%	i	-1%	15%	-22%	2%	0%	1%
Cc1nn(-c2ccccc2)c2[nH]c(C(F)(F)F)cc(=O)c12	13%	-10%[57.5 µM]	i	-8%	-10%	?	-11%	3%	-93%[inhibitor]
CC(C)NC(=O)NC(=O)COC(=O)C1CCCN1C(=O)c1cccs1 (stereo not given)	-8%	i	.	-3%	17%	2%	-7%	2%	6%
CCOC(=O)C1=CCN(S(=O)(=O)c2ccccc2Br)C1c1cccc(Cl)c1 (stereo not given)	27%	-15%	i	4%	-11%	?	?	.	3%
CC(C)[C@H](NC(=O)c1ccccc1F)C(=O)Nc1nc2c(s1)CCCC2	11%	i	i	-6%	8%	-12%	-22%	1%	10%
COc1cc(NC(=O)c2cc3c(CO)cnc(C)c3oc2=Nc2cccc(C(N)=O)c2)cc(OC)c1	-12%	i	i	-3%	-7%	2%	9%	0%	-10%
O=C(NCc1ccccc1Cl)C(=O)NCC(c1cccs1)S(=O)(=O)c1ccccc1 (stereo not given)	8%	i	.	.	2%	?	-13%	.	-5%
CSCc1ccc(C(=O)OCC(=O)NC2CCCC2)o1	-15%	i	i	-7%	-7%	-13%	12%	.	5%
O=C(Nc1nn[nH]n1)C12CC3CC(CC(C3)C1)C2	-1%	-16%[57.5 µM]	i	-21%	5%	-3%	-4%	-2%	20%
Cc1ccccc1C(=O)Oc1cc(-c2ccc3c(c2)OCO3)cc(=O)c2c(C)oc(C)c12	?	-26%	.	.	14%	-1%	0%[9.22 µM]	.	13%
Cc1ccc(NC(=O)COc2ccc(Br)cc2CO)cc1S(=O)(=O)N1CCOCC1	37%	-25%	i	-1%	0%	?	18%	1%	-10%
COc1ccc(/C(C)=N/NC(=O)CNC(=O)C(c2ccccc2)c2ccccc2)c(OC)c1	-1%	i	i	4%	-19%	?	3%	2%	2%
CCc1nnc(SCc2cc(C)ccc2C)c2cc3sc(C)cc3n12	5%	-72%[inhibitor]	.	.	9%	?	11%	.	-14%
Cc1ccc(SCc2c(C(=O)N/N=C/c3cccnc3)nnn2-c2nonc2N)cc1	6%	i	i	-8%	-13%	?	0%	-3%	3%
O=c1/c(=C\c2ccc(F)cc2)sc2n1CCCN=2	36%	-40%[inhibitor]	i	-1%	-21%	-21%	1%	0%	-14%
Cc1cccc2c1N(CC(=O)OC(C)C)C(=O)C2=O	7%	-17%	i	6%	1%	-13%	16%	-1%	1%
COc1ccccc1N1CCN(C(=O)Cn2c(=O)n3nc(-c4ccc(C)cc4)nc3c3ccccc32)CC1	-25%	i	.	.	-3%	14%	23%	.	-11%
Cc1ccc(Cl)cc1N1CCN(C(=O)Cn2ncc3c([nH]c4ccccc43)c2=O)CC1	-17%	-5%	.	.	1%	3%	10%	.	-10%
CCOC(=O)C1CCC(CN(Cc2ccccc2C)S(=O)(=O)c2ccc([N+](=O)[O-])cc2)CC1 (stereo not given)	-7%	i	i	-8%	0%	?	8%	-3%	20%
CN(C)C(=O)N=NC(=O)N(C)C	-26%	-16%	i	-3%	1%	0%	25%	0%	7%
C[C@H](CO)N1C[C@H](C)[C@@H](CN(C)C(=O)NC2CCCCC2)Oc2c(NC(=O)c3ccncc3)cccc2C1=O	10%	i	i	1%	9%	28%	6%	1%	10%
Cc1ccccc1CN1CCC(n2nccc2NC(=O)CCOc2ccccc2)CC1	20%	1%	i	-1%	-14%	?	-20%	2%	-2%
O=C(CCN1C(=O)c2ccccc2S1(=O)=O)Nc1ccc(C(=O)O)cc1	-16%	i	i	0%	2%	3%	22%	-1%	-7%
CCc1ccc(NC(=O)CCS(=O)(=O)c2cccc3nsnc23)cc1	13%	i	i	1%	8%	?	7%	0%	6%
O=C(CCc1nnc(-c2ccccc2)o1)NCc1c(F)cccc1F	11%	-9%	i	1%	-10%	-1%	19%	0%	0%
Cc1ccc(-c2nn3c(C)nnc3c3ccccc23)cc1S(=O)(=O)NC(C)(C)CO	12%&-4%	-13%	i	0%	5%[7.66 µM]	89%[activator][7.66 µM]	-9%[9.22 µM]	0%	-7%&-6%
CSc1ccccc1NS(=O)(=O)c1ccccc1	0%	i	i	5%	4%	-19%	8%	2%	22%
O=C(NCc1ccccc1)c1onc(CSc2ccc(F)cc2)c1C(=O)NCCCN1CCOCC1	20%	-9%	i	6%	?	?	4%	0%	4%
NC(=O)c1cc(Cl)cn(-c2ccccc2)c1=O	-28%	20%	i	6%	4%	4%	26%	0%	-26%

Single values from above:
Under HEK293 tox, `CSCc1ccc(C(=O)OCC(=O)NC2CCCC2)o1` has the entry -7%
Under TDP43 rescue, `Cc1ccc(Cl)cc1N1CCN(C(=O)Cn2ncc3c([nH]c4ccccc43)c2=O)CC1` has the entry 10%

Next section
Structure	FUS suppressor	PTHR1 ag	Akt phos inh	aSyn rescue	HEK293 tox	GLP-1R inv ag	TDP43 rescue	MmCpn inh	Abeta rescue
COc1ccc(OC)c(NC(=O)CCC(=O)N(Cc2ccc(OC)c(OC)c2)c2nccs2)c1	32%	-11%	i	-1%	0%	6%	-16%	-1%	-3%
CCCCN(C(=O)C1CCCO1)c1c(N)n(CCC)c(=O)[nH]c1=O (stereo not given)	-11%	i	i	2%	7%	0%	2%	0%	-12%
CN1c2ccccc2Oc2nnc(Cl)cc21	17%	i	i	16µM*	12%	48%[activator]	11µM*	-10%	-6%
CCOC(=O)N(C)S(=O)(=O)c1ccccc1[N+](=O)[O-]	11%	-17%	i	-1%	6%	5%	-4%	0%	0%
CC1(C)CC(=Cc2cc(O)ccc2[N+](=O)[O-])C(=O)c2ccccc21	20%	-45%[inhibitor]	i	-23%	?	?	-91%[inhibitor]	.	-75%[inhibitor]
C/C(=C(/CCO)SSCC1CCCO1)N(C=O)Cc1cnc(C)nc1N (stereo not given)	-31%	-18%	i	-1%	-2%	4%	?	0%	-12%
CCOC(=O)N1CCN(C(=O)c2ccc(Cl)c(S(=O)(=O)Nc3ccccc3)c2)CC1	11%	-14%	i	-3%	0%	11%	7%	2%	3%
O=C(Nc1cccc(F)c1)NC1CC2CCCC(C1)N2C1CC1 (stereo not given)	3%	-14%	i	2%	-16%	-21%	16%	1%	11%
COc1ccc(Cl)cc1NS(=O)(=O)c1cn(C)nc1C	-7%	-16%	i	-3%	-9%	6%	-11%	0%	-5%
CCN(CC)S(=O)(=O)c1nnc(NC(=O)c2ccccc2Cl)s1	11%	-10%	.	.	2%	-16%	?	.	-3%
CCOC(=O)c1sc(=NC(=O)c2ccc(C)cc2)n(C)c1C	1%	i	i	6%	4%	24%	3%	?	-10%
CCCN(CC(=O)Nc1ccccc1C)C(=O)c1ccc2c(c1)S(=O)(=O)N=C1CCCCCN12	9%	-25%	i	-7%	1%	-2%	7%	0%	-1%
O=C(Nc1ccccc1)Nc1ccc2snnc2c1	-4%	-6%	i	-17%	-25%	?	-6%	1%	0%
CCOP(=O)(OCC)c1nc(/C=C/c2ccccc2)oc1NCc1ccc(OC)cc1	46%	-27%	i	12%	3%	?	-15%	-6%	-2%
Cc1nn(-c2ccc(F)cc2)c(C)c1CN1CCN(Cc2ccccc2)C(CCO)C1 (stereo not given)	8%	-17%	i	-6%	2%	?	-20%[0.397 µM]	-6%	-17%

Profiles, looked up by structure:
Entry for `C/C(=C(/CCO)SSCC1CCCO1)N(C=O)Cc1cnc(C)nc1N` (stereo not given) → FUS suppressor: -31%; PTHR1 ag: -18%; Akt phos inh: i; aSyn rescue: -1%; HEK293 tox: -2%; GLP-1R inv ag: 4%; TDP43 rescue: ?; MmCpn inh: 0%; Abeta rescue: -12%
Entry for `CCOP(=O)(OCC)c1nc(/C=C/c2ccccc2)oc1NCc1ccc(OC)cc1` → FUS suppressor: 46%; PTHR1 ag: -27%; Akt phos inh: i; aSyn rescue: 12%; HEK293 tox: 3%; GLP-1R inv ag: ?; TDP43 rescue: -15%; MmCpn inh: -6%; Abeta rescue: -2%
Entry for `CN1c2ccccc2Oc2nnc(Cl)cc21` → FUS suppressor: 17%; PTHR1 ag: i; Akt phos inh: i; aSyn rescue: 16µM*; HEK293 tox: 12%; GLP-1R inv ag: 48%[activator]; TDP43 rescue: 11µM*; MmCpn inh: -10%; Abeta rescue: -6%

Screening results (PubChem BioAssay)
